Screening results deposited in PubChem by National Center for Advancing Translational Sciences (NCATS).
FUS yeast rescue = qHTS for Suppressors of FUS Proteinopathy: Primary screen using FUS-linked yeast assay; S. cerevisiae FUS-expressing, growth rescue, OD600, 24 h; Potency, µM (titrated, usually from 76.6 µM), without a hit: at the highest dose growth rescue (activation), actives largely listed as activators; actives 0.24% (n = 390,000); AID 1347120, 2019;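 also: potency is read from the fitted curve at half-maximal effect; plate controls were DMSO vehicle for no effect and reference control for full effect; nearly all actives have a fitted effect of over 55% in size; some results filed as inactive show a strong effect at the top dose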
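S. cerevisiae expressing FUS from galactose induction served as the toxicity model. Growth after 24hr at 30C, read as absorbance at 600 nm, indicates suppression of toxicity; compounds dosed at several concentrations.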
pAkt inh = HTS Assay for Inhibitors of Akt Phophorylation: Primary Screen | Neuro2A IGF-stimulated pAkt S473 HTRF, 20 min; hits give low values | activity change, % for hits at 50 µM | actives 0.32% (n = 360,000) | AID 651550, 2012; in the data active = activity change below about -80%; inconclusive = mostly about -51% to -80%; also: % is scaled to controls: 0 for no effect and ±100 for the full control effect
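Single-point screen (50 µM final compound) in Neuro2A cells stimulated 20 min with 6 nM IGF at 37 deg C. After lysis, Ser473-phosphorylated Akt read by HTRF (ex 330 nm, em 615/665 nm) as the 665/615 ratio.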
GLP-1R inv ag = qHTS of GLP-1 Receptor Inverse Agonists (Inhibition Mode). Glucagon-like peptide 1 receptor (Homo sapiens), P43220. HEK293 GLP-1R CRE-luciferase, luminescence, 24 h; GLP-1R form is constitutively active. Potency, µM (doses to about 38.3 µM), for inactives: at the highest dose activity change, negative = inhibition, usual class: inhibitors. actives 1.6% (n = 410,000). AID 624417, 2012; also: potency is read from the fitted curve at half-maximal effect; % is scaled to controls: 0 for no effect and ±100 for the full control effect; nearly all actives have a fitted effect of over 55% in size
Target sequence (P43220 whole entry, looked up): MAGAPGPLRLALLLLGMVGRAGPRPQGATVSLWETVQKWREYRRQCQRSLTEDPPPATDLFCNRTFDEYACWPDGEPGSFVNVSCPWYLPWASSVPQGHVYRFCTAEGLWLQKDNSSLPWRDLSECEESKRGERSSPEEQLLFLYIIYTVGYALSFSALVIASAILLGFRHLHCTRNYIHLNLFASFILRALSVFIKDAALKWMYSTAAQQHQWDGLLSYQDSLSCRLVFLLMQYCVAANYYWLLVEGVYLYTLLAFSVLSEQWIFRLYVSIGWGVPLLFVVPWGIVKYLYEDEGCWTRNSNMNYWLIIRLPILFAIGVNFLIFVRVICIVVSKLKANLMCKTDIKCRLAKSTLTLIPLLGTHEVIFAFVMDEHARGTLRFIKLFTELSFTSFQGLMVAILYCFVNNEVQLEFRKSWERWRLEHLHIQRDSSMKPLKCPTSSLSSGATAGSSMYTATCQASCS
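Inverse agonism was detected as reduced cAMP-driven luciferase luminescence after 24 h compound treatment. The cells were HEK293 clones expressing constitutively active human GLP-1R with the reporter. Reporter-only and GPR119 cell lines served as counterscreen controls.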
DRD3 antagonist = qHTS of D3 Dopamine Receptor Antagonist: qHTS | D(3) dopamine receptor (Homo sapiens), P35462 | D3R cells, DiscoveRx beta-arrestin luminescence, antagonist mode; hits give low values | max response, negative = inhibition, % | actives 2.5% (n = 360,000) | AID 652054, 2013; in the data active = max response below about -50%; inconclusive = no clear call, values can overlap the other calls; also: % is scaled to controls: 0 for no effect and ±100 for the full control effect; mostly tested at two doses, the higher about 12 µM
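Cells plated overnight at 1500 cells/well, then exposed to library compounds with dopamine controls for 90 minutes at 37 degrees C. DiscoveRx reagent added for 30–60 minutes at room temperature; luminescence read, quantitative HTS format.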
TDP-43 yeast inh = qHTS of TDP-43 Inhibitors | TDP-43 expressing yeast growth rescue, BacTiter-Glo, 24 h | Potency, µM (highest dose often 46.1 µM), inactives show top-dose growth rescue (activation), actives largely listed as activators | actives 1.8% (n = 410,000); also: potency is read from the fitted curve at half-maximal effect; % of control where 0% means no effect; nearly all actives have a fitted effect of over 50% in size
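Growth rescue of TDP-43-toxic yeast measured as ATP luminescence (BacTiter-Glo). Cells grown to mid-log in raffinose, induced in galactose at OD600=0.02, exposed to compound 24 hr at 30 deg C.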
PTHR1 ag = qHTS for PTHR1 Agonists: Primary Screen. AID 743266, 2014. HEK293 GP2 PTHR1 cells, GloSensor cAMP luminescence, 1 h. Potency, µM (series often up to 115 µM), without a hit: top-dose activation, usual class: activators. actives 0.075% (n = 410,000); also: potency is read from the fitted curve at half-maximal effect; nearly all actives have a fitted effect of over 55% in size; some results filed as inactive show a strong effect at the top dose; inactives centre near -15; many of its hits are not listed in these tables
Target sequence (Q03431 whole entry, looked up): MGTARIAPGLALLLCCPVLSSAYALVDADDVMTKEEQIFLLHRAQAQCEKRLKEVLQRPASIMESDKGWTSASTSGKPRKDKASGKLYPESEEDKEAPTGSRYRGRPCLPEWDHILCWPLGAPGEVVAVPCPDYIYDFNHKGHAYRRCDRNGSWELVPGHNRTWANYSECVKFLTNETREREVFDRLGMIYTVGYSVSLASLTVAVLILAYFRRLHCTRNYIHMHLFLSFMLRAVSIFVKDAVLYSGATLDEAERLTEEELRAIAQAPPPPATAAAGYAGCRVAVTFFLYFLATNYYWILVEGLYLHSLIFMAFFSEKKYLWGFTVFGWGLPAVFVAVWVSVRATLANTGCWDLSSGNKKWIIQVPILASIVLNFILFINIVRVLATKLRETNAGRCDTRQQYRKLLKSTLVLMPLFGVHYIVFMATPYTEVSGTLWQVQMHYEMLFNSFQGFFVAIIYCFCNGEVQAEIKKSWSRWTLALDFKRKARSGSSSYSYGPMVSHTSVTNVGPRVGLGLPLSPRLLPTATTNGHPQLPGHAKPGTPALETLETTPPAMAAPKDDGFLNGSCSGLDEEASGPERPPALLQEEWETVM
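HEK-293-derived GP2 cells expressing PTHR1 and a GloSensor cAMP reporter, 3,000/well, plated overnight, given luciferin plus IBMX (each 0.5 mM as added) for 1 h at 37 °C, then compound for 1 h at 37 °C. Luminescence was read after 15 min at room temperature.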
GLP-1R agonist = qHTS of GLP-1 Receptor Agonists. HEK293 GLP-1R CRE-luciferase, luminescence, 4-6 h; cells express a hypersensitive GLP-1R form. AID 624172, 2012. actives 0.007% (n = 380,000). Potency, µM (highest dose often 45.6 µM), for the others: at the highest dose activation, actives largely listed as activators. Glucagon-like peptide 1 receptor (Homo sapiens), P43220; also: potency is read from the fitted curve at half-maximal effect; % of control where 0% means no effect
Abeta rescue = qHTS for compounds that reverse cellular toxicity of Amyloid beta (A-beta) peptide in yeast: Primary Screen; yeast expressing A-beta42, growth rescue, OD600, 48 h; response scale: 0% DMSO, 100% iron-clioquinol control; Potency, µM (highest dose often 46.1 µM), for the others: at the highest dose growth rescue, hits mostly activators; actives 0.063% (n = 410,000); AID 1347071, 2019; also: potency is read from the fitted curve at half-maximal effect; nearly all actives have a fitted effect of over 55% in size
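Yeast growth medium received pinned compounds, then yeast cells expressing toxic A-beta were added; plates incubated at 30 C for 48 hr. Growth read as absorbance at 600 nm, normalized to DMSO and equimolar FeCl3 plus clioquinol controls.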
aSyn yeast inh = qHTS of alpha-syn Inhibitors; Yeast expressing alpha-synuclein, growth rescue, BacTiter-Glo, 24 h; Potency, µM (titrated, usually from 46.1 µM), without a hit: at the highest dose growth rescue (activation), hits mostly activators; actives 0.14% (n = 370,000); also: potency is read from the fitted curve at half-maximal effect; % of control where 0% means no effect; nearly all actives have a fitted effect of over 65% in size
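Readout is rescue of growth in alpha-synuclein-expressing yeast, so inhibitors of toxicity appear as activators. Growth after 24 hr at 30 deg C in galactose medium is quantified by luminescence.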
Starred values were filed as active, the others as inactive; i = inactive; ? = inconclusive; nt = no result given; & = joins results of further samples; [ ] = remark or other dose. Unless noted, calls follow the shape of the dose curve; as a rule, active = well fitted curve in the direction sought with a large enough effect; inconclusive = small, poorly fitted or top-dose-only effect, or another doubt; inactive = no such curve, though single readings can be large; an effect the other way counts as inactive or inconclusive. The list is partial. The share of hits here may be higher or lower than overall.

SMILES,aSyn yeast inh,GLP-1R agonist,DRD3 antagonist,PTHR1 ag,pAkt inh,TDP-43 yeast inh,Abeta rescue,GLP-1R inv ag,FUS yeast rescue
COc1ccc(-c2[nH]ncc2CN2CCCCCCC2)c(OC)c1,0%,6%,-10,i,i,10%[9.22 µM],-10%,-12%,18%
CCSc1nc2ccccc2n1CC(=O)OC,-12%,9%,22,i,i,-7%,7%,-10%,-23%
Cc1ccc2c(cnn2C(=O)CCC(=O)NCc2cccc(Br)c2)c1,?,-5%,8,i,i,23%,4%,4%,-27%
CC(=O)NC(O)C(=O)c1ccccc1 (stereo not given),11%,-9%,14,i,-109%*,?,23%,2%,24%
Cc1ccc(S(=O)(=O)Nc2csc(C)c2C(=O)O)cc1,5%,0%,4,-5%,i,-9%,5%,-7%,-1%
COc1ccc(C(=O)/C=C/c2cccs2)c(OC(=O)c2cccc([N+](=O)[O-])c2)c1,1%,-10%,-15,-5%,i,23%,12%,0%,-14%
CCOC(=O)c1c(NC(=O)c2nn(CC)cc2Br)sc2c1CCCCC2,2%,-2%,8,-21%[57.5 µM],i,-6%,22%,-2%,1%
COc1ccc(NC(=O)C2CCCN(S(=O)(=O)c3ccc4c(c3)CC(C)N4C(C)=O)C2)cc1 (stereo not given),1%,2%,2,-12%,i,-17%,-4%,37%[activator],28%
O=C(CSc1nc2ccccc2o1)c1ccc2c(c1)OCCO2,-4%,-27%,-27,-1%,i,-9%,-1%,27%,2%
Cc1nc(C)c(C(=O)C2=C(O)C(=O)N(CCCn3ccnc3)C2c2ccc(Cl)cc2)s1 (stereo not given),-6%,-2%,0,-11%,i,6%,1%,29%,-4%
Cc1cccc(N2CCN(C(=O)CCC(=O)N3CCOc4ccc(Cl)cc43)CC2C)c1 (stereo not given),8%,-2%,17,-39%[inhibitor],i,15%,0%,?,?
CN(C)C=Nc1ccc2nc3c(cc2c1)[nH]c1ccccc13,-2%,11%,2,i,i,14%,-82%[inhibitor],13%,-4%
CC(=O)Nc1ccc(S(=O)(=O)N2CCN(c3ccc(C)c(C)c3)CC2)cc1,1%,-3%,nt,i,nt,0%,-15%,21%,-11%
O=C1Nc2cc(Cl)ccc2C1(N1CCNCC1)C(F)(F)F (stereo not given),1%,-11%,-8,i,i,6%,8%,?,6%
CCc1ccc(NC(=O)CC2NCCNC2=O)cc1 (stereo not given),-4%,3%,18,-24%[57.5 µM],i,-24%,-11%,-20%,25%
Cc1c(C(=O)NCCCN2CCOCC2)sc2ncnc(N3CCN(c4ccccc4)CC3)c12,-2%,1%,-6,i,i,-6%,0%,?,10%
CCCCCCSc1nsc(NC(=O)CC(C)C)n1,2%,22%,7,-29%,i,-14%[0.397 µM],23%,?,-1%
CCc1ccccc1NC(=O)C1=C(C)C(=O)OC12CCCCCC2,nt,nt,nt,-22%,nt,?,17%,?,-3%
CC/C(Cc1ccccc1)=N/NC(=O)CCn1nnc2ccccc21,-2%,5%,15,i,i,13%,-9%,3%,-11%
CCOC(=O)C1=C(C)N(CCC(=O)O)C(=O)NC1c1ccccc1Cl (stereo not given),-4%,1%,7,-9%,i,10%,-3%,18%,-5%
O=C(CSc1cccc2cccnc12)N/N=C/c1cccc(O)c1,-14%,7%,19,-89%[inhibitor],i,-2%,-11%,16%,-20%
COCCNC(=O)CCN1N=C(c2ccccc2)CCC1=O,-6%,12%,-26,i,i,-9%,-6%,19%,9%
CC(=O)Nc1ccc(SCc2ncc(-c3ccccc3)o2)cc1,-18%,14%,4,i,i,-1%,3%,?,36%
N#Cc1ccc(OS(=O)(=O)c2ccc(-c3ccon3)s2)cc1,7%,8%,-4,i,i,13µM*,-10%,3%,0%
COc1ccc(C(=O)NC(=S)Nc2nc(-c3ccc(OC)c(Br)c3)cs2)cc1Br,0%,-6%,23,i,i,13%,16%,32%[activator],23%

Other results:
SMILES,aSyn yeast inh,GLP-1R agonist,DRD3 antagonist,PTHR1 ag,pAkt inh,TDP-43 yeast inh,Abeta rescue,GLP-1R inv ag,FUS yeast rescue
COc1ccc(S(=O)(=O)Cc2ccc(C(=O)N3CC(C)CC(C)C3)o2)cc1 (stereo not given),4%,-2%,-16,-44%[inhibitor],i,?,5%,-11%,10%
Cc1ccc2[nH]c(=O)c(CN(CCO)Cc3nnnn3CCc3ccccc3)cc2c1,10%,-26%,-13,i,i,-43%[inhibitor],14%,?,-3%
Cc1ccc2c(CN3CCN(Cc4ccccc4)CC3)cc(=O)oc2c1,5%,3%,?,-11%,i,11%,3%,?,-17%
COC(=O)c1c(NC(=S)NN2CCOCC2)sc2c1CCCC2,-1%,14%,-16,-6%,i,-12%[1.82 µM],?,5%,-3%
CCOc1c(S(=O)(=O)N2CCCC2)ccc(Cl)c1Cl,0%,16%,-3,i,i,?,-10%,-7%,-8%
CCCCCOC(=O)Cn1c(=O)oc2ccccc21,3%,4%,-14,i,i,?,1%,2%,-32%
COc1cccc(-n2nc3c(=O)n(Cc4ccccc4Cl)nc(C)c3c2C)c1,-3%,5%,-3,20%,i,-19%,-9%,0%,nt
CCOc1cc(/C=N/NC(=O)c2cccnc2)ccc1O,2%,5%,19,-5%,i,4%,-12%,-27%,-1%
O=C(CNC(=O)c1ccc(F)cc1)c1ccccc1,?,-2%,23,-36%,i,5%,0%,?,-17%
Cc1ccccc1-c1cnc(C(O)c2cccc(C)c2C)[nH]1 (stereo not given),-7%,-3%,?,-11%,i,-2%,-13%,-24%,-19%
COCCN(CC1CCCN(C2Cc3ccccc3C2)C1)C(=O)CCC(F)(F)F (stereo not given),2%,-5%,7,-4%,i,22%,4%,13%,19%
Cn1c(/C(C#N)=C(\O)c2ccc(Br)s2)nc2ccccc21,1%,-4%,-4,i,i,16%,5%,-10%,-8%
CCOC(=O)C1CCN(S(=O)(=O)c2ccc3c(c2)NC(=O)C(C)C(=O)N3)CC1 (stereo not given),-4%,-2%,0,i,i,0%&-8%,-7%&-10%,2%&9%,-6%&-8%
O=C(NCc1nnnn1-c1ccc(Cl)cc1)C1CC(=O)N(c2ccc(F)cc2)C1 (stereo not given),-1%,-3%,14,-9%,i,5%,2%,8%,-23%
O=C(NCC1COc2ccccc2O1)c1ccc(F)c(S(=O)(=O)N2CCOCC2)c1 (stereo not given),-2%,9%,6,-31%[inhibitor],i,-23%,0%,-16%,9%
O=C(NCCN1CCOCC1)c1cc(-c2ccc(F)cc2)on1,1%,14%,-16,i,i,-6%,3%,55%[activator],-20%
COCCCn1c(SCC(=O)N2CCc3ccccc32)nnc1-c1ccoc1C,0%,1%,-1,-13%,i,-8%,8%,-29%,?
Cc1ccccc1NC(=O)Nc1nc2ccc(S(C)(=O)=O)cc2s1,-1%,1%,0,i,i,6%,-2%,15%,33%
CN(C)c1ccnc(Nc2ccccc2)c1C#N,-3%,0%,6,i,i,-5%,1%,-1%,19%
O=S(=O)(NCCSc1ccccc1)c1ccc(F)cc1,22%,13%,-21,i,i,26%,-4%,10µM*,8%
CC(C)NC(=O)C1CCN(C(=O)C(C(=O)c2ccccc2)n2cc(Cl)ccc2=O)CC1 (stereo not given),2%,-6%,6,i,i,0%,-1%,0%,10%
COc1ccccc1-c1ocnc1C(=O)N1CCN(S(=O)(=O)c2ccc(NC(C)=O)cc2)CC1,0%,4%,7,i,i,-5%,-7%,13%,16%
CC(Sc1nnc(C2CC2)n1Cc1ccccc1)C(=O)N1CCNC1=O (stereo not given),0%,2%,-20,-17%,i,10%,-5%,-6%,-3%
Cc1nn(CCCC(=O)NCc2ccco2)c(=O)c2nn(-c3ccccc3)c(C)c12,-2%,5%,0,i,i,-14%,-3%,-26%,-4%
CC1CCN(c2nn3c(=O)c(C(=O)NC(C)C)cnc3s2)CC1,nt,nt,nt,i,nt,9%,-18%,2%,-8%
Cc1cc(C)nc(Nc2nc(C(N)Cc3ccc(C(F)(F)F)cc3)cs2)n1 (stereo not given),-12%,-9%,9,i,i,25%,-2%,?,33%

An excerpt from above in order of length of the SMILES, smallest number first:
SMILES,aSyn yeast inh,GLP-1R agonist,DRD3 antagonist,PTHR1 ag,pAkt inh,TDP-43 yeast inh,Abeta rescue,GLP-1R inv ag,FUS yeast rescue
CN(C)c1ccnc(Nc2ccccc2)c1C#N,-3%,0%,6,i,i,-5%,1%,-1%,19%
CCOc1cc(/C=N/NC(=O)c2cccnc2)ccc1O,2%,5%,19,-5%,i,4%,-12%,-27%,-1%
Cc1ccccc1NC(=O)Nc1nc2ccc(S(C)(=O)=O)cc2s1,-1%,1%,0,i,i,6%,-2%,15%,33%
